PNC assembly inh: High Content Assay for Compounds that inhibit the Assembly of the Perinucleolar Compartment | PC3M PTB-GFP, PNC prevalence imaging, 16 h; hits give low values | activity change (PNC), negative = inhibition, % at 10 µM | hit rate 3.1% among 140,000 | AID 2417, 2010;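 active = readout at or below -70, meaning at least 70% loss of cells showing the perinucleolar compartment, a nuclear body marking cancer cells; inconclusive = readout between -30 and a set limit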;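 also: plate controls were DMSO wells for no effect and camptothecin positive control wells for full effect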
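Read-out is percentage of cells bearing a perinucleolar compartment, from automated 20x imaging of fixed, Hoechst-stained PC3M PTB-GFP cells. Cells were seeded 4 h, then exposed 16 h to compound (23 nl of library stock) in duplicate plates.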
12-hLO inh: qHTS Assay for Inhibitors of 12-hLO (12-human lipoxygenase); hit rate 0.12% among 150,000; Polyunsaturated fatty acid lipoxygenase ALOX12 (Homo sapiens), P18054; Potency, µM (series often up to 57.1 µM), inactives show at the highest dose activity change, negative = inhibition, most hits filed as inhibitors; purified 12-hLO, xylenol orange hydroperoxide absorbance; AID 1452, 2008; also: potency is read from the fitted curve at half-maximal effect; nearly all actives have a fitted effect of over 55% in size; many of its hits are not listed in these tables
Target sequence (P18054 whole entry, looked up): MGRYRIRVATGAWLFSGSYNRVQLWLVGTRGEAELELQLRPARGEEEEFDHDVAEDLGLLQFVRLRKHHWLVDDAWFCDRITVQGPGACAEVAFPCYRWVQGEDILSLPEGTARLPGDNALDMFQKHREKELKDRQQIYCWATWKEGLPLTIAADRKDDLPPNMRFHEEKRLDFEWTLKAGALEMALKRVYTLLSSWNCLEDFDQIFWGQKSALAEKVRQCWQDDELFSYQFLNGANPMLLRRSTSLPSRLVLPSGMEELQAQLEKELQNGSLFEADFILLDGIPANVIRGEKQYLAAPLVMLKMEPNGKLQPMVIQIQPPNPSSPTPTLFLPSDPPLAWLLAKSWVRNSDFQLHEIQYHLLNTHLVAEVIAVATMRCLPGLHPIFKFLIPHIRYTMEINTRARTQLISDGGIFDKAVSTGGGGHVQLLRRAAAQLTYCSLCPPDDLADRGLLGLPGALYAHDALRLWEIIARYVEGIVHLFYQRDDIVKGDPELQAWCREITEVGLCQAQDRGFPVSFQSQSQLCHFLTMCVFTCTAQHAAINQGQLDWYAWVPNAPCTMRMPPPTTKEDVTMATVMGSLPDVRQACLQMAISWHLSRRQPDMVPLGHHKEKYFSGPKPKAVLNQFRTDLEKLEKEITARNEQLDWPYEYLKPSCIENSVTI
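Lipoxygenase turnover measured by absorbance at 573 and 405 nm after Fe-XO development. Human 12hLO 150 nM, arachidonate 40 uM, pH 7.0 Hepes buffer with detergent; 15 min compound preincubation, 30 min reaction.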
IMPase cell inh: qHTS Assay for Identifying the Cell-Membrane Permeable IMPase Inhibitors; CHO-M1 cells, IP1 accumulation, HTRF TR-FRET ratio; Inositol monophosphatase 1 (Rattus norvegicus), P97697; AID 901, 2007; inhibition (IP1 accumulation), % at 46.1 µM; 120,000 tested, under 10 active; active = well fitted curve in the direction sought with a large enough effect in the signal ratio, not every such curve was filed as active; inconclusive = small, poorly fitted or top-dose-only effect, or a change in a side signal; inactive = no such curve, though single readings can be large or run the other way; the % refers to the signal ratio;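 also: cells stimulated with carbachol in lithium chloride buffer; plate controls were DMSO basal wells for no effect and reference inhibitor wells for full effect; higher means more IMPase inhibition seen as more IP1 and lower FRET ratio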
Target sequence (P97697 whole entry, looked up): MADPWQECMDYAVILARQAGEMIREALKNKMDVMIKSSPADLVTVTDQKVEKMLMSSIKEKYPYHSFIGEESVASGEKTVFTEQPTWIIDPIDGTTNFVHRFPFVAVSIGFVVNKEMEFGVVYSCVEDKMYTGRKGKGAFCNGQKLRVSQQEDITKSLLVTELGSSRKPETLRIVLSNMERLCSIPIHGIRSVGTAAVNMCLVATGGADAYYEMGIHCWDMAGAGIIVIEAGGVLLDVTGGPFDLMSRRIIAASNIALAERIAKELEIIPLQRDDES
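The IP-One HTRF competitive assay in carbachol-stimulated CHO-M1 cells quantifies cellular IP1. Compounds spanned up to 46 uM final, and activity is expressed as AC50 from concentration-response fits of the ratio and donor data.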
15-hLO-2 inh: qHTS Assay for Inhibitors of 15-hLO-2 (15-human lipoxygenase 2); purified 15hLO-2, xylenol orange hydroperoxide absorbance; Potency, µM (titrated, usually from 57.1 µM), without a hit: top-dose activity change, negative = inhibition, hits mostly inhibitors; hit rate 0.56% among 110,000; AID 881, 2007; also: potency is read from the fitted curve at half-maximal effect; nearly all actives have a fitted effect of over 60% in size; many of its hits are not listed in these tables
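Screening format was qHTS against 50 nM purified 15hLO-2 in Hepes pH 7.5 with detergent. Activity follows hydroperoxide formation from 45 uM arachidonic acid, measured as 573:405 nm absorbance ratio of the ferric-xylenol orange complex.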
Active calls of the source: *; u = inconclusive; x = no result given; [ ] = another dose, or the depositor's remark. Unless noted, calls follow the shape of the dose curve; as a rule, active = well fitted curve in the direction sought with a large enough effect; inconclusive = small, poorly fitted or top-dose-only effect, or another doubt; inactive = no such curve, though single readings can be large; an effect the other way counts as inactive or inconclusive. Unless noted, % is scaled to controls: 0 for no effect and ±100 for the full control effect.

| molecule | PNC assembly inh | 12-hLO inh | IMPase cell inh | 15-hLO-2 inh |
| --- | --- | --- | --- | --- |
| Cc1cc(SCCOc2ccccc2)nc(N)n1 | 33 | 8% | 2 | 24% |
| CC(C)NCC(O)COc1ccc(COCCOC(C)C)cc1 (stereo unspecified) | x | u | 17 | 21% |
| CCS(=O)(=O)c1ccc2c(c1)N(S(C)(=O)=O)CC(C(=O)NCc1ccccc1OC)O2 (stereo unspecified) | 10 | 3% | 19 | 4% |
| CCCCOC(=O)CCN1C(=O)/C(=C2\SC(=S)N(CCC(=O)OCCCC)C2=O)SC1=S | u | -1% | -7 | x |
| O=C(Nc1nc2ccccc2[nH]1)c1cccc(S(=O)(=O)N2CCOCC2)c1 | 26 | 7% | x | x |
| CN(C)Cc1cc(CCNC(=O)c2ccc(Cl)cc2)ccc1O | 27 | -6% | 0 | 8% |
| O=C(CN1C(=O)COc2ccccc21)N(Cc1cccnc1)Cc1ccccc1F | u | 0% | 1 | 2% |
| CC1CCCC(NC2CCCCNC2=O)C1 (stereo unspecified) | 47 | -2% | 4 | 1% |
| COc1cccc(/C=N/n2c(N)nc3ccccc32)c1OC | 7 | 0% | 13 | 42%[activator] |
| Cc1cc(=O)n2nc(N3CCC(C(=O)NC(C)c4ccccc4)CC3)sc2n1 (stereo unspecified) | u | 2% | -3 | 1% |
| Cc1cccc(C2Nc3ccccc3C(=O)N2NC(=O)c2ccc([N+](=O)[O-])cc2)n1 (stereo unspecified) | 20 | 2% | x | x |
| O=C1c2ccccc2C(=O)N1CCCn1c(=O)oc2ccccc21 | -7 | 1% | -1 | -6% |
| COC(=O)c1ccc(C(NC(=O)OCc2ccccc2)/C(C)=C/[C@@H](C)C(=O)NCc2cc(F)cc(F)c2)cc1 (stereo partly specified) | x | 1% | x | -10% |
| COc1ccc([N+](=O)[O-])cc1C(=O)Nc1ccc(OCC(=O)N2CCOCC2)cc1 | 17 | 8% | x | x |
| CCC(C)[C@@H](C(=O)NCC1CCC(C(=O)O)CC1)n1nnc2ccccc2c1=O (stereo partly specified) | -5 | 6% | -6 | 0% |
| O=[N+]([O-])c1ccc(N=Cc2ccc(Br)c([N+](=O)[O-])c2)cc1 | 15 | 3% | x | x |
| CCOC(=O)CSc1n[nH]c(NC(=O)c2ccccc2)n1 | 26 | -4% | 6 | 0% |
| CC(C)CCC(C)N=Cc1c(O)n(Cc2ccccc2)c(=O)c2ccccc12 (stereo unspecified) | 12 | 1% | 5 | 2% |
| Cc1nc(N2CCC3(CC2)OCCO3)c2nnn(Cc3ccccc3F)c2n1 | 28 | -6% | -5 | 6% |
| O=C(O)CCC(=O)c1ccc[nH]1 | x | 2%[11.4 µM] | x | 0%[11.4 µM] |
| C=CCn1c(=NC(=O)c2ccco2)sc2cc(C(=O)OC)ccc21 | u | 0% | 10 | x |
| Clc1ccc(C[n+]2cc(-c3ccccc3)n3c2CCC3)cc1Cl | -25 | -1% | 8 | x |
| COc1cc(C2=NOC(C(=O)NCc3ccc(F)cc3)C2)cc(OC)c1OC (stereo unspecified) | -121* | 0% | 1 | -1% |
| COC(=O)NC(=S)Nc1ccc(Oc2ccc(Cl)cc2Cl)c(Cl)c1 | 77 | u | 3 | x |
| Cc1cc(N2C(=O)C3CC=CC(C)C3C2=O)no1 (stereo unspecified) | 17 | -11% | 16 | x |
| CCOC(=O)N1CCN(CC(O)COc2c(C)cccc2C)CC1 (stereo unspecified) | -26 | 22% | x | x |
| CS(=O)(=O)c1ccc(C(=O)NCC2(N3CCCCC3)CCCCC2)cc1 | 38 | 2% | x | x |
| CSc1ccc(-c2nc(CSCC(=O)NCCCN3CCOCC3)c(C)o2)cc1 | 3 | -1% | -11 | 11% |
| Cc1ccc(C(=O)O/N=C2\CCS(=O)(=O)c3sccc32)cc1 | u | 7% | 0 | 6% |
| CCCC(=O)NC(c1ccc(OC)c(OC)c1)c1c(O)ccc2ccccc12 (stereo unspecified) | u | -9% | -3 | -15% |
| COc1ccc2nc(NS(=O)(=O)c3ccc(NC(C)=O)cc3)sc2c1 | 0 | -3% | -3 | -2% |
| CCOCC(=O)Nc1cc(C(F)(F)F)ccc1Oc1cccc(Br)c1 | 69 | 0% | 8 | -2% |

Next section.
Screens in order – PNC assembly inh	12-hLO inh	IMPase cell inh	15-hLO-2 inh
> CC1(N2CCOCC2)CC2(O)C(=[N+]1[O-])CCc1c2no[n+]1[O-] (stereo unspecified)
 : 24	-5%	2	-4%
> O=C(c1ccccc1)N1CCN(c2ncnc3sc4c(c23)CCC4)CC1
 : 3	-1%	10	1%
> COc1ccc(COCC(CC(C)C)N2CCN(C(=O)c3cccc(C(F)(F)F)c3)CCC2=O)cc1 (stereo unspecified)
 : u	-2%	x	x
> COc1ccc(-c2nnc(SCC(=O)Nc3ccccc3)n2C)cc1
 : 49	-5%	-4	8%
> Cc1ccc(CNC(=O)C2CCC(=O)N2C2CCCCC2)cc1 (stereo unspecified)
 : 65	-1%	-5	-2%
> Cn1c(C(=O)N2CCN(Cc3ccc4c(c3)OCO4)CC2)cc2sccc21
 : u	-6%	-9	4%
> CN(C)c1ccc(C(=O)OCC(=O)NC2CCCCC2)cc1
 : u	2%	-6	-3%
> COc1ccc(N2C(=S)N=C(Nc3cccc(C)c3)C23CCCCC3)cc1
 : -21	1%	x	x
> COc1ccc(-c2cc(=O)c3cc(OC)ccc3o2)cc1
 : x	6%	x	2%
> O=S(=O)(c1ccc(-n2cnnn2)cc1)N(C1CCCCC1)C1CCCCC1
 : u	-3%	3	1%
> CS(=O)(=O)c1ccc2nc(NC(=O)Nc3ccc(Cl)c(Cl)c3)sc2c1
 : 48	-3%	x	x
> COc1cccc(CNC(=O)C(c2ccc(Cl)cc2)C(C)C)c1 (stereo unspecified)
 : u	-4%	x	x
> CCOCc1cn(CC(=O)c2ccc([N+](=O)[O-])cc2)c(C)nc1=N
 : 30	0%	4	1%
> COc1ccccc1-c1cc(C(=O)N2CCc3ccccc3C2)c2ccccc2n1
 : -18	-9%	4	-1%
> O=C1N=C(N2CCCC2)CN1c1ccccc1
 : 9	-1%	x	x
> On1onc2c3cc(-c4ccccc4)nc3ccc21
 : -9	u	u	-13%
> COc1cc(N=c2ssnc2Cl)cc(OC)c1
 : u	10µM*	-6	u
> COc1ccc(C(=O)N2CCC[C@@]3(CCN(CC(C)C)C3)C2)cc1
 : x	-3%	x	16%
> CN(CC(=O)Nc1ccc(N2CCOCC2)cc1)CC(=O)Nc1ccc(Cl)cc1[N+](=O)[O-]
 : -9	-1%	7	x
> CC(C)c1ccc(NC(=O)C2CC(=O)N(C(C)C)C2)cc1 (stereo unspecified)
 : -21	1%	-8	-3%[2.29 µM]
> O=C(Cn1cc2c(n1)CCCC2)NCc1cccs1
 : 7	1%	0	5%
> NC(=O)c1ccsc1NC(=O)CSc1nnc(C2CC2)n1Cc1ccccc1
 : -16	-5%	-1	1%
> CCCOc1ccc(C(=O)N/N=C/c2ccc(-c3ccc(S(=O)(=O)Nc4ncccn4)cc3)o2)cc1
 : -19	-15%	0	2%
> COc1cc(CNc2ccc(N3CCOCC3)c(C(=O)O)c2)ccc1OCC(N)=O
 : u	0%	1	-9%
> CN(Cc1ccccc1)c1ccc(C(=O)O)cc1[N+](=O)[O-]
 : -23	-4%	5	x
> CC1CC(=O)N(c2ccc(NCc3ccc(Cl)cc3)c([N+](=O)[O-])c2)C1=O (stereo unspecified)
 : u	1%	x	x
> CCOC(=O)C1CCN(C(=O)CSc2n[nH]c(=O)[nH]c2=O)CC1
 : u	-5%	5	0%
> COc1ccccc1CNC(=O)c1nnc(Cc2ccc(Cl)cc2)o1
 : 31	-2%	x	x
> O=C(NC1(C(F)(F)F)NC(=O)N(c2ccc(F)c(Cl)c2)C1=O)c1ccncc1 (stereo unspecified)
 : 63	-7%	1	-3%
> Cc1ccc(NS(=O)(=O)c2cccc(C(=O)O)c2)cc1S(=O)(=O)N1CCOCC1
 : 12	1%	x	x
> COc1ccc(S(=O)(=O)NCCC(=O)NC(C)c2ccccc2)cc1 (stereo unspecified)
 : u	-3%	1	2%
> O=C(Cc1ccc(-c2ccccc2)cc1)NCc1ccccc1
 : u	-3%	x	x
> O=C(NC1CCc2ccccc21)C1CCN(S(=O)(=O)c2ccc(-n3cnnn3)cc2)CC1 (stereo unspecified)
 : 22	-6%	1	-2%
> O=C(Cc1ccccc1)NC(NCCCN1CCOCC1)(C(F)(F)F)C(F)(F)F
 : -18	0%	-6	-1%
> CCC(=O)N1C(Cc2ccccc2)COC1(C)C (stereo unspecified)
 : 1	-3%	x	x
> O=C(NC(c1ccccc1)c1ccccc1)c1cccc(S(=O)(=O)NCc2ccccc2)c1
 : 22	-1%	x	x
> CC[C@@H]1Cn2c(c3nc(-c4cc(Cl)cc(Cl)c4Cl)nc-3n(C)c2=O)N1
 : x	0%[0.00818 µM]	x	19%[0.0915 µM]
> CCCC(=O)Nc1ccc(OCC(=O)OC)cc1
 : 32	0%	2	-2%
> O=c1c2cnn(-c3ccc(F)cc3)c2ncn1Cc1cccnc1
 : 3	-7%	6	15%
> O=C(C(c1ccccc1)c1ccccc1)N(Cc1ccco1)C1CCS(=O)(=O)C1 (stereo unspecified)
 : -2	-8%	-11	-29%

2 records picked at random from those above, as already listed:
Screens in order – PNC assembly inh	12-hLO inh	IMPase cell inh	15-hLO-2 inh
> CC1CC(=O)N(c2ccc(NCc3ccc(Cl)cc3)c([N+](=O)[O-])c2)C1=O (stereo unspecified)
 : u	1%	x	x
> CN(Cc1ccccc1)c1ccc(C(=O)O)cc1[N+](=O)[O-]
 : -23	-4%	5	x

Going on with the list.
Screens in order – PNC assembly inh	12-hLO inh	IMPase cell inh	15-hLO-2 inh
> COc1ccc(N2C3=C(CC4=C2CC(C)(C)CC4=O)C(=O)CC(C)(C)C3)cc1
 : 31	u	7	-3%
> O=C(OCc1ccccc1)C1=[N+]([O-])OC(C(=O)OCc2ccccc2)C1c1c[nH]c2ccccc12 (stereo unspecified)
 : 22	-9%	14	-16%
> O=C(CNC(=O)C12CC3CC(CC(C3)C1)C2)N1CCN(S(=O)(=O)c2cccs2)CC1
 : 0	0%	x	x
> CCCn1c(NC(=O)c2ccc(C)cc2)nc2ccccc21
 : 12	-4%	-2	43%[activator]
> N=c1oc2ccc3ccccc3c2cc1-c1nnc2n1CCCCC2
 : -114*	4%	-2	0%
> Cn1cccc1CC(=O)N/N=C/C=C/c1ccco1
 : u	-4%	x	x
> Cc1ccccc1OCC(=O)Nc1cc(Cl)ccc1Oc1ccccc1
 : -3	1%	-10	x
> Cc1ccc(CC23CN4CCN(CC(C4)C2O)C3)c(C)c1 (stereo unspecified)
 : 62	0%	13	6%
> C=C(C)[C@]12C[C@@H](C)[C@@]34OC(Cc5ccccc5)(O[C@@H]1[C@@H]3C=C(COC(=O)Cc1cc(OC)c(O)cc1I)C[C@]1(O)C(=O)C(C)=C[C@@H]41)O2
 : x	0%[0.00818 µM]	x	4%[0.0915 µM]
> O=C(Nc1ccc(N2CCN(c3ccc(O)cc3)CC2)cc1)Oc1ccccc1
 : 17	-16%	16	-27%
> CCCCn1nc2cc(C(=O)NCCc3cccs3)ccc2c1OCC
 : u	2%	4[1.84 µM]	11%[11.4 µM]
> CC(C)OC(=O)/C(=C/c1ccc(Br)cc1)NC(=O)c1ccco1
 : 3	-6%	x	x
> Cc1nc(NC(=O)c2ccc(F)cc2)nc2cc3c(cc12)OCO3
 : -20	-5%	-6	-3%

Grouped by structure, the compounds so far containing bromine.
Screens in order – PNC assembly inh	12-hLO inh	IMPase cell inh	15-hLO-2 inh
> O=[N+]([O-])c1ccc(N=Cc2ccc(Br)c([N+](=O)[O-])c2)cc1
 : 15	3%	x	x
> CCOCC(=O)Nc1cc(C(F)(F)F)ccc1Oc1cccc(Br)c1
 : 69	0%	8	-2%
> CC(C)OC(=O)/C(=C/c1ccc(Br)cc1)NC(=O)c1ccco1
 : 3	-6%	x	x

An excerpt. The share of hits here may be higher or lower than overall.
